Assay outcomes as filed in PubChem.
ATXN2 expr inh: inhibitors of ATXN2 expression; actives 0.72% (n = 360,000); HEK-293 ATXN2-luciferase reporter, luminescence, 24 h; Potency, µM (titrated, usually from 57 µM), inactives show at the top dose activity change, negative = inhibition, actives largely listed as inhibitors; further: on the % scale 0 is the no-effect control and ±100 the full control effect; nearly all actives have a fitted effect of over 55% in size
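qHTS (up to 57 uM final) was run with 24 h compound exposure of reporter cells at 37 °C. Each well was multiplexed: SteadyGlo luminescence measured ATXN2-luciferase expression after a fluorogenic Gly-Phe-AFC viability readout (25 uM final).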
MCF10A rereplic: DNA re-replication induction in MCF 10a cells; AID 624296; MCF 10A DNA re-replication, Hoechst nuclear intensity, 48 h; actives 2.9% (n = 350,000); Potency, µM (doses to about 46.1 µM), for inactives: at the top dose activity, positive = re-replication, most hits filed as activators; further: % of control where 0% means no effect; nearly all actives have a fitted effect of over 50% in size
A549 viability: counter-screen for Nrf2 inhibitors: cytotoxicity in A549 cells. A549 ARE-Fluc cells, CellTiter-Fluor viability, 18-24 h. Potency, µM (top dose mostly 46 µM), without a hit: top-dose activity change, negative = cytotoxicity, usual class: inhibitors. actives 0.16% (n = 390,000). AID 504648; further: on the % scale 0 is the no-effect control and ±100 the full control effect
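A549 ARE_Fluc cells in 5% FBS OPTI-MEM were exposed to compounds in concentration-response for 18-24 h at 37 deg C. Viability was read by CellTiter-Fluor fluorescence (Ex 405/Em 525) after 30 min, before the luciferase read.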
TGFb inhibitor: inhibitors of TGF-b signaling; HepG2 CAGA-GFP TGF-b/SMAD3 reporter, GFP fluorescence, 18 h; TGF-beta stimulated, 500 pg/mL final; Potency, µM (doses to about 46.1 µM), without a hit: at the top dose activity, negative = inhibition, most hits filed as inhibitors; actives 1.2% (n = 410,000); AID 588855; further: on the % scale 0 is the no-effect control and ±100 the full control effect; nearly all actives have a fitted effect of over 65% in size
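Inhibition was scored as loss of TGF-beta-induced (500 pg/mL final, 18 hours, 37 degrees C) GFP in HEPG2 cells carrying a CAGA-GFP reporter, in DMEM with 1% FBS. Well GFP was summed per cell; Activity was normalised to unstimulated and stimulated DMSO wells, then concentration-response fitting.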
S2 tox: viability counter-screen for ATXN expression inhibitors; S2 cells (HEK-293 line with an ATXN2-luciferase reporter) viability, CellTiter-Fluor protease fluorescence, 24 h; Potency, µM (top dose mostly 56.7 µM), usual class: cytotoxic; actives 0.49% (n = 400,000); AID 651635; further: nearly all actives have a fitted effect of over 40% in size
Nrf2 block: blocks Nrf2 signaling | actives 2.1% (n = 360,000) | AID 504444 | A549 ARE-Fluc reporter, luciferase luminescence, 18-24 h | Potency, µM (titrated, usually from 46 µM), inactives show top-dose activity change, negative = inhibition, usual class: inhibitors; further: on the % scale 0 is the no-effect control and ±100 the full control effect; nearly all actives have a fitted effect of over 60% in size
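Two sequential reads on A549 ARE_Fluc cells exposed to compound for 18-24 h: a CellTiter-Fluor fluorescence read for viability, then a luciferase luminescence read for Nrf2/ARE activity.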
EPAC2 antagonist: blocks human EPAC2 exchange factor; Q8WZA2; Potency, µM (doses to about 114 µM), for the others: at the highest dose activity, negative = inhibition, usual class: inhibitors; actives 0.18% (n = 360,000); EPAC2 GEF exchange of Rap1B-BODIPY-GDP, fluorescence; further: on the % scale 0 is the no-effect control and ±100 the full control effect; nearly all actives have a fitted effect of over 45% in size; many of its hits are not listed in these tables
Target sequence (Q8WZA2 whole entry, looked up): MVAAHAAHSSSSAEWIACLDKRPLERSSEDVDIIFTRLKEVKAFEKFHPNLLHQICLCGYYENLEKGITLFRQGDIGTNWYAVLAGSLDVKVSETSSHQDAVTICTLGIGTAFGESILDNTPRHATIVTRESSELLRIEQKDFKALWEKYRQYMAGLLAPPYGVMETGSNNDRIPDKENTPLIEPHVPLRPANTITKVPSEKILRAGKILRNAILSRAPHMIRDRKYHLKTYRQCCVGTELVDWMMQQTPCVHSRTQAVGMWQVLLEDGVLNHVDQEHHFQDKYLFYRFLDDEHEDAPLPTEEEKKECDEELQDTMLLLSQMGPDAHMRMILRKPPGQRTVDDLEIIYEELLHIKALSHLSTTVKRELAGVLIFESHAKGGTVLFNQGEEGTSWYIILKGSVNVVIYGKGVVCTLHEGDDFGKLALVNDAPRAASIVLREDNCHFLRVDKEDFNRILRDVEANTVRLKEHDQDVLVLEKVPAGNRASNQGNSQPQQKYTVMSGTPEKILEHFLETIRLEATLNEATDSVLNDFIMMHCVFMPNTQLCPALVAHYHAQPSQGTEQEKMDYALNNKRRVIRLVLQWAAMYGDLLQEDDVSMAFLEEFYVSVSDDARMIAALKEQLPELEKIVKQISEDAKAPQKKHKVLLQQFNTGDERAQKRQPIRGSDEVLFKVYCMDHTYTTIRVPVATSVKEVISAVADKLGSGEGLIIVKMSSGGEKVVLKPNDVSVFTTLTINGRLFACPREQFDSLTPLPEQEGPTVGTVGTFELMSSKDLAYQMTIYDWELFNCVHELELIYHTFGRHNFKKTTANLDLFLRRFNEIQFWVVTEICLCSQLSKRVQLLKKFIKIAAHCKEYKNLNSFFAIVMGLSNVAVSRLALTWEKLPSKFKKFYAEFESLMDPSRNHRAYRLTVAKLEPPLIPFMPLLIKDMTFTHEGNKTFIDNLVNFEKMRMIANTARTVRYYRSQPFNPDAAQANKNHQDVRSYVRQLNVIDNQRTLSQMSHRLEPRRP
Nrf2 activator: activators of Nrf2 (ARE) signaling; Potency, µM (titrated, usually from 46.1 µM), inactives show top-dose activation, most hits filed as activators; AREc32 ARE-luciferase reporter (MCF7-derived line), luminescence, 24 h; actives 0.31% (n = 410,000); further: % of control where 0% means no effect; nearly all actives have a fitted effect of over 65% in size
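Luciferase luminescence (Steady-Glo, 30 min at room temperature) served as the read-out of ARE activation in AREc32 cells treated with compounds for 24 hr at 37 deg C.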
HepG2 viability: counter-screen for TGF-b inhibitors: cytotoxicity in HepG2 cells | HepG2 CAGA-GFP viability, ATP luminescence, 18 h | Potency, µM (titrated, usually from 46.1 µM), without a hit: at the highest dose activity change, negative = cytotoxicity, most hits filed as cytotoxic | actives 0.76% (n = 410,000) | AID 588856; further: some results filed as inactive show a strong effect at the top dose
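HepG2 CAGA-GFP cells (1000/well, DMEM with 1% FBS) received compound, then TGF-beta at 500 pg/mL final, and were incubated 18 hours at 37 degrees C. Viability was read by CellTiter-Glo luminescence. Media-only wells were set as complete cell-killing and DMSO as no toxicity.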
The depositor's hits bear a star; i = inactive; ? = inconclusive; . = not tested or not shown; [ ] = another dose, or the depositor's remark. The call rests on the fitted dose curve; in most records, active means well fitted curve in the direction sought with a large enough effect; inconclusive means small, poorly fitted or top-dose-only effect, or another doubt; inactive means no such curve, though single readings can be large; an effect the other way counts as inactive or inconclusive. Potency means the concentration at half of the fitted maximal effect. An excerpt; the hit share may differ from the screen's.

No.	mol	ATXN2 expr inh	MCF10A rereplic	A549 viability	TGFb inhibitor	S2 tox
1	O=C(/C=C/c1ccc(Cl)c([N+](=O)[O-])c1)c1cccnc1	3%	5.2µM*	1%	?	i
2	O=C(CN1C(=O)NC2(CCCC2)C1=O)N1CCN(S(=O)(=O)c2ccccc2[N+](=O)[O-])CC1	3%	0%	-4%	9%	i
3	CN1CCN(NC(=O)c2ccc(S(=O)(=O)N3CC4(C)CC3CC(C)(C)C4)cc2)CC1 (configuration not stated)	.	?	1%	-10%	i
4	O=C(CN1CCN(C(=O)C2CCCO2)CC1)Nc1ccc(Cl)cc1 (configuration not stated)	1%	-5%	0%	?	i
5	COc1cccc(C2C3=C(N=c4s/c(=C\c5ccc(O)cc5)c(=O)n42)c2ccccc2CC3)c1OC (configuration not stated)	6%	-1%	0%	24%	i
6	COc1ccccc1C(=O)Nc1nnc(S(=O)(=O)N2CCOCC2)s1	15%	1%	-4%	?	i
7	NC1=NC2(CCCCC2)n2c(nc3ccccc32)N1	-9%	1%	-5%	8%	?
8	COc1ccccc1NC(=O)c1oc2ccccc2c1NC(=O)c1ccco1	-30%	44%	0%	-23%	i
9	O=C(CNC(=O)c1ccccc1)OC(C(=O)O)c1ccc(F)cc1 (configuration not stated)	.	.	.	-8%	i
10	O=C(CSc1nc2ccc([N+](=O)[O-])cc2[nH]1)NC1CCCCC1	-30%	6%	-6%	-27%	i
11	O=C(Cc1ccc(Cl)cc1)Nc1ccc(N2CCCC2)cc1	1%	-7%	-7%	-5%	i
12	CCN1C(=O)c2cccc3c(S(=O)(=O)Nc4ccncc4)ccc1c23	3%	1%	17%	2%	i

No.	Nrf2 block	EPAC2 antagonist	Nrf2 activator	HepG2 viability
1	-7%	2%	2.1%	-2%
2	13%	-3%	2.8%	-25%
3	-16%	-5%	0.2%	-6%
4	-10%	-2%	0.2%	-19%
5	-11%	0%	0.0%	1%
6	?	1%	0.9%	7%
7	.	8%	-0.2%	3%
8	.	12%	3.7%	-8%
9	.	1%	0.3%	-18%
10	.	3%	0.3%	-28%
11	21%	7%	-0.6%	-7%
12	11%	-3%	2.4%	-18%

Going on with the list.
No.	mol	ATXN2 expr inh	MCF10A rereplic	A549 viability	TGFb inhibitor	S2 tox
13	N#C/C(=N\Nc1ccccc1)C(=N)N1CCOCC1	16%	0%	?	-6%	?
14	Cc1ccc(-c2nc(=S)c3c(n2Cc2ccco2)CCCC3)cc1	2%	?	-1%	-2%	i
15	CCc1ccc(N(C(=O)c2csnn2)C(C(=O)NC(C)(C)C)c2cccnc2)cc1 (configuration not stated)	-3%	0%	1%	14%	i
16	CN(C)S(=O)(=O)N1CCC(C(=O)O)(c2ccccc2)CC1	-4%	6%	0%	18%	i
17	CCOc1ccc(C(=O)C(C)OC(=O)CN2C(=O)NC(C)(C)C2=O)cc1 (configuration not stated)	7%	-1%	3%	-7%	i
18	CCCCC1CCC(c2nc(-c3ccccn3)no2)CC1 (configuration not stated)	42%[activator]	?	15%	0%	i
19	O=C(NNC(=O)c1ccccc1C(F)(F)F)c1csc(N2CCOCC2)n1	2%	-3%	0%	5%	i
20	COC(=O)C1=C(C)N(CCc2ccccc2)C(=O)/C1=C\c1ccco1	0%	?	-2%	-4%	?
21	CC1(C)CC(=O)CC2(C1)NCC(c1ccccc1Cl)c1c2[nH]c2ccccc12 (configuration not stated)	9%	?	-14%	?	i
22	COc1ccc(CNC(=O)CSc2nc3ccccc3nc2Cc2ccccc2)cc1	7%	.	-5%	-5%	i
23	O=S1(=O)N[C@H](Cc2ccccc2)COc2cc(N3CCN(Cc4ccccc4F)CC3)ccc21	-1%	.	.	.	i
24	O=C(NCCCN1CCN(C2CCCCC2)CC1)Nc1ccccc1C(F)(F)F	3%	20%	14%	-5%	i

No.	Nrf2 block	EPAC2 antagonist	Nrf2 activator	HepG2 viability
13	?	-14%	-0.4%	-9%
14	-4%	-1%	2.4%	1%
15	2%	4%	-0.9%	-1%
16	9%	4%	-0.6%	6%
17	6%	12%	-0.1%	-19%
18	.	-7%	-2.2%	-36%
19	19%	2%	-0.2%	12%
20	4%	-1%	8.3%	-3%
21	?	-18%	4.3%	1%
22	.	.	-0.5%	-3%
23	.	-9%	0.5%	.
24	.	-5%	0.0%	-24%

Among those listed so far, four contain an aryl methoxy group.
No.	mol	ATXN2 expr inh	MCF10A rereplic	A549 viability	TGFb inhibitor	S2 tox
5	COc1cccc(C2C3=C(N=c4s/c(=C\c5ccc(O)cc5)c(=O)n42)c2ccccc2CC3)c1OC (configuration not stated)	6%	-1%	0%	24%	i
6	COc1ccccc1C(=O)Nc1nnc(S(=O)(=O)N2CCOCC2)s1	15%	1%	-4%	?	i
8	COc1ccccc1NC(=O)c1oc2ccccc2c1NC(=O)c1ccco1	-30%	44%	0%	-23%	i
22	COc1ccc(CNC(=O)CSc2nc3ccccc3nc2Cc2ccccc2)cc1	7%	.	-5%	-5%	i

No.	Nrf2 block	EPAC2 antagonist	Nrf2 activator	HepG2 viability
5	-11%	0%	0.0%	1%
6	?	1%	0.9%	7%
8	.	12%	3.7%	-8%
22	.	.	-0.5%	-3%

Limited to A549 viability (2 entries from above):
no. | Molecule | A549 viability
20 | COC(=O)C1=C(C)N(CCc2ccccc2)C(=O)/C1=C\c1ccco1 | -2%
21 | CC1(C)CC(=O)CC2(C1)NCC(c1ccccc1Cl)c1c2[nH]c2ccccc12 (configuration not stated) | -14%

Continuation:
No.	mol	ATXN2 expr inh	MCF10A rereplic	A549 viability	TGFb inhibitor	S2 tox
25	O=C(CCc1ccccc1)N1CCN(S(=O)(=O)c2cccs2)CC1	-5%	0%	-4%	13%	i
26	COc1ccccc1CNC(=O)c1cc(-c2ccccc2)nn1Cc1cc(C)no1	12%	?	-2%	0%	i
27	CC(C)N(C(=O)[C@H]1C[C@H](CC(=O)NC(C)(C)C)C(=O)N2CCc3c([nH]c4ccc(Cl)cc34)[C@]12C)C(C)C	-38%	?	-18%	11µM*	?
28	Cc1ccc(OCC(=O)NCCc2nc3ccccc3[nH]2)c(C)c1	-2%	0%	0%	-1%	i
29	N#CC1=C(N)Oc2n[nH]c(-c3ccc(F)cc3)c2C1c1cccnc1 (configuration not stated)	7%	1%	2%	3%	i
30	COc1cccc(NC(=O)c2ccc3c(SCC(=O)O)c4c(nc3c2)CCCC4)c1	2%[11.3 µM]	1%	4%	1%	i
31	CCN(CC)CCNC(=O)c1c(O)c2c([nH]c1=O)CCCC2	4%	-9%	5%	0%	i
32	C=CCN(C(=O)Nc1ccc(OC)cc1)c1nnc(-c2ccncc2)s1	-7%	12%	6%	-20%	i
33	COc1ccc(-c2nc(C)c(CCNC(=O)c3ccc(C(F)(F)F)cc3)s2)cc1OC	3%	.	-13%	12%	i
34	CCO[C@@H]1OC(C(=O)N2CCN(C)CC2)=C[C@H](C2CCCCC2)[C@H]1CCCO	3%	25%	-2%	2%	i
35	COc1ccc(CN2CC(C(=O)NCCCN3CCCCC3)CC2=O)cc1 (configuration not stated)	4%	1%	-2%	-1%	i
36	CC(C)(C)c1ccc2cccc(F)c2n1	4%	.	.	-23%	i

No.	Nrf2 block	EPAC2 antagonist	Nrf2 activator	HepG2 viability
25	-9%	13%	0.2%	16%
26	0%	9%	0.9%	-1%
27	?	8%	-1.0%	-68%
28	?	-12%	-0.2%	-21%
29	-10%	-5%	17%	9%
30	13%	0%	0.5%	-2%
31	4%	6%	-0.2%	-2%
32	?	1%	0.1%	-13%
33	.	.	-1.3%	1%
34	-2%	18%	3.6%	3%
35	4%	4%	0.1%	-1%
36	.	6%	0.0%	6%

Continued:
No.	mol	ATXN2 expr inh	MCF10A rereplic	A549 viability	TGFb inhibitor	S2 tox
37	CC(=O)c1cnc(Nc2ccc(C)cc2)s1	86%[activator]	-14%	0%	-8%	i
38	Cc1cccc(NC(=O)CNC(=O)Cn2cc(C(F)(F)F)cc(Cl)c2=O)c1C	3%	-4%	0%	?	i
39	CC(C)CNC(=O)CSc1nc2scc(-c3ccccc3)c2c(=O)[nH]1	-8%	?	-4%	?	?
40	Cc1csc(C(=O)O)c1NC(=O)c1cccc([N+](=O)[O-])c1	?	8%	8%	5%	?
41	CCC1(C(=O)OC)NC(c2ccco2)C2C(=O)N(c3ccc(C)cc3)C(=O)C21 (configuration not stated)	11%	2%	0%	-15%	i
42	O=C(c1cccc(Cl)c1)N1CCCC(C(=O)N2CCN(c3ccccc3)CC2)C1 (configuration not stated)	-7%	1%	-6%	-8%	i
43	Cc1cccc(OCC(=O)N/N=C/c2ccccc2C(=O)O)c1	-24%	5%	8%	4%	i
44	COc1ccccc1OCC(=O)N/N=C(\C)c1ccc2ccccc2c1	.	.	.	-1%	i

No.	Nrf2 block	EPAC2 antagonist	Nrf2 activator	HepG2 viability
37	?	-10%	8.5%	-3%
38	12%	-3%	-0.3%	10%
39	-24%	16%	0.0%	-32%
40	2%	2%	0.4%	-1%
41	6%	8%	3.4%	7%
42	-21%	11%	0.0%	-15%
43	5%	0%	0.0%	3%
44	.	-12%	-0.4%	-15%
